High-throughput results deposited in PubChem by several laboratories.
OX1R antagonist: human HCRTR1 antagonism; inhibition, % at 5 µM; 330,000 tested, 0.43% active; CHO/OX1R cells, Fluo-8 calcium fluorescence, orexin A;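 active means inhibition above its plate's threshold, mean inhibition of all tested compounds on the plate plus 3 SD, cut at about 37% in these data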;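 further: 0% = orexin A challenge wells and 100% = SB-334867-A antagonist wells; not every result past the cut was called active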
Target sequence (O43613 whole entry, looked up): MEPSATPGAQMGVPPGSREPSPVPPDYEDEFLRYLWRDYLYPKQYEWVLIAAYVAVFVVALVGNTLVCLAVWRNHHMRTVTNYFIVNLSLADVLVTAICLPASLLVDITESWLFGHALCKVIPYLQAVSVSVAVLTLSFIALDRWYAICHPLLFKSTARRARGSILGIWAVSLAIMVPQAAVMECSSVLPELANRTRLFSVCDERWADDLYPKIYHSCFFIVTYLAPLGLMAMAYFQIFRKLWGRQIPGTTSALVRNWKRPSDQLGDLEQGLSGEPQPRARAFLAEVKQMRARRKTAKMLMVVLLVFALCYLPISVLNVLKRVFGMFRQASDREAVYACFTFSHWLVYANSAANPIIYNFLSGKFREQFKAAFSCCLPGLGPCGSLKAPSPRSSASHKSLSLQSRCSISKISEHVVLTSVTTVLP
CHT PAM: allosterically activates the human high affinity choline transporter; AID 488977; B-score at 10 µM; 310,000 tested, 0.49% active; Q9GZV3; CHT-expressing cells, membrane potential dye, choline EC20; stronger effect = higher value; LV-AA mutant CHT in HEK293 cells;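 active means initial fluorescence not abnormally high and integrated response B-score, plate-corrected, over 3 SD above library mean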
Target sequence (Q9GZV3 whole entry, looked up): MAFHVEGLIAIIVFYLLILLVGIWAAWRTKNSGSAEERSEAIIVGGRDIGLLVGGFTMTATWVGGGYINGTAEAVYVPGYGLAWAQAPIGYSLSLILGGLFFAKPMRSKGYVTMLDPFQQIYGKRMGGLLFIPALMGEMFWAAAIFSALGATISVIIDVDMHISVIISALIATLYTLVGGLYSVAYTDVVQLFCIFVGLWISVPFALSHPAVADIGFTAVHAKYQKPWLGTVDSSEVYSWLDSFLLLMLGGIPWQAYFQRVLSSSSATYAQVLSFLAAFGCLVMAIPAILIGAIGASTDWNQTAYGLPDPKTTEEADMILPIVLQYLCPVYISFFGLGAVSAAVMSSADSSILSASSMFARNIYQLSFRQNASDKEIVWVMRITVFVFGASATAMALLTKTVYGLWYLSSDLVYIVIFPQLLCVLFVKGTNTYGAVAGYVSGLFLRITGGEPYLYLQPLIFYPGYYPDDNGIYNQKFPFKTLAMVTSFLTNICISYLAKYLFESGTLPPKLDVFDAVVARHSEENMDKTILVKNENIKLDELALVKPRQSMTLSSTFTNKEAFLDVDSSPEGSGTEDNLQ
* = called active by the depositor; i = inactive; . = no result given. Random draw from the library. Share with any hit: about 0.83%.

SMILES	OX1R antagonist	CHT PAM
Cc1cc(C(=O)Nc2cnn(Cc3ccc(Cl)cc3Cl)c2)no1	-17	i
COc1ccc(NS(=O)(=O)c2cn(C)nc2C)cc1	3	i
O=S(=O)(CCc1nc2ccccc2s1)c1ccc2ccccc2c1	-10	i
O=C(NCc1cccc(Br)c1)c1cc(-c2ccccc2)nn1CC1CC(c2cccc([N+](=O)[O-])c2)=NO1 (stereo not drawn)	-6	i
CCC(=O)N(CCc1ccc(OC)c(OC)c1)Cc1cc2ccc(C)cc2n2nnnc12	-30	i
COC(=O)CCCC[C@H]1SC[C@H]2NC(=O)N[C@]21O	-9	i
Cc1ccc(NS(=O)(=O)c2cc(C(=O)NCc3ccncc3)ccc2C)cc1	.	i
COc1cccc(CNC(=O)CSc2ccc(-c3ccncc3)nn2)c1	-16	i
COc1cccc(C2=NOC(C(=O)Nc3cccnc3)C2)c1 (stereo not drawn)	-4	i
Cc1nc2ccccc2c(=O)[nH]1	-22	i
CCc1cc(=O)oc2c3c(cc(OCC(=O)NCCC(=O)O)c12)OC(C)(C)CC3	-1	i
CC(C)(C)OC(=O)N1CCN(C(=O)c2[nH]cnc2C(=O)Nc2ccon2)CC1	10	.
COc1ccc(NC(=O)N2CCCC2C(=O)NCCc2ccccc2)cc1 (stereo not drawn)	.	i
O=C(O)COc1ccc(/C=C2/SC(=S)N(Cc3ccccc3)C2=O)cc1	1	i
O=C(CCC(=O)Nc1ccc(Cl)cc1)N/N=C/c1ccc2c(c1)OCO2	-23	i
COc1ccc(CC(=O)NC(CC(=O)O)c2cccc([N+](=O)[O-])c2)cc1 (stereo not drawn)	-23	i
CC1CCN(C(=O)COC(=O)c2cccs2)CC1	-5	.
CCCCCCCCOC1OC(CO)C(O)C(O)C1NC(C)=O (stereo not drawn)	-3	i
Cc1csc(SCC(=O)NC2CCC(C)CC2)n1 (stereo not drawn)	-28	i
COc1ccc(OCCCC(=O)OC(C)C(=O)Nc2ccc(S(N)(=O)=O)cc2)cc1 (stereo not drawn)	6	i
Nc1ccc2c(c1)C(=O)C(=O)c1ccccc1-2	-1	i
Cc1cc(NC(=O)c2ccco2)no1	16	i
COc1ccc(/C=N/n2c(-c3n[nH]c4c3CCC4)n[nH]c2=S)c(OC)c1OC	-14	i
Cc1c2cnn(CC(=O)NCCCN3CCCCC3)c(=O)c2c(C)n1Cc1ccccc1	-11	i
CCOc1ccc(OCC)c(-c2c(=O)n(OCc3ccccc3Br)c3ccccc3[n+]2[O-])c1	-15	i

Ordered by formula weight (largest number first): part of the list above.
SMILES	OX1R antagonist	CHT PAM
Cc1ccc(NS(=O)(=O)c2cc(C(=O)NCc3ccncc3)ccc2C)cc1	.	i
O=C(O)COc1ccc(/C=C2/SC(=S)N(Cc3ccccc3)C2=O)cc1	1	i
COc1ccc(NS(=O)(=O)c2cn(C)nc2C)cc1	3	i

Going on with the list.
SMILES	OX1R antagonist	CHT PAM
CCN(CC)C(=O)Oc1ccnc2cc(Cl)ccc12	-19	i
CC1CCCN(C(=O)CSCC(=O)Nc2nc(-c3cccs3)cs2)C1 (stereo not drawn)	-9	i
NC(=O)Cc1nc2scc(-c3ccccc3)c2c(=O)[nH]1	-7	i
Cc1ccc(NC(=O)CCCCCNS(=O)(=O)c2ccc(C)cc2)cc1	-13	i
CC(C)OP(=O)(CCP(=O)(OC(C)C)OC(C)C)OC(C)C	-31	i
N#C/C=C(/c1ccc(F)cc1)N1CCOCC1	-11	i
CC(=O)c1cccc(N(C(=O)c2ccco2)C(C(=O)NC2CCCC2)c2ccncc2)c1 (stereo not drawn)	-13	i
CN1C(C(=O)Nc2ncccn2)=C(O)c2ccccc2S1(=O)=O	.	i
O=C(NCCSc1c[nH]c2ccccc12)c1c(F)cccc1F	-10	i
CCOC(=O)Cc1csc(NC(=O)c2ccc(Br)o2)n1	-24	i
CC(=O)N1c2ccc(S(=O)(=O)N(C)CC(=O)NC3CCCCC3C)cc2CC1C (stereo not drawn)	-16	i
Cc1ccc(-c2ccc(CCC(=O)O)n2-c2ccc(C(=O)O)cc2)cc1	.	i
O=C(c1cc([N+](=O)[O-])[nH]n1)N1CCSCC1	-7	i
COC(=O)C1(C)NC(c2cccs2)C2C(=O)N(c3ccc(F)cc3)C(=O)C21 (stereo not drawn)	-7	i
Cc1cccc(C)c1NC(=O)CN(C)CC(=O)Nc1sc2c(c1C(N)=O)CCC2	-27	i
CC(C)C(NC(=O)OC(C)(C)C)C(=O)N1CCCC1C(=O)NC(Cc1ccccc1)C(N)=O (stereo not drawn)	-4	i
CCN1C(=O)C(NC(C)=O)c2cc(OC)ccc21 (stereo not drawn)	4	i
Cc1cccn2c(=O)c3cc(C(=O)NC4CCCC4)c(=N)n(Cc4ccc(F)cc4)c3nc12	-17	i
O=C(OCC1O[C@@H](OC(=O)c2cc(O)c(O)c(O)c2)[C@@H](OC(=O)c2cc(O)c(O)c(O)c2)[C@@H](OC(=O)c2cc(O)c(O)c(O)c2)[C@@H]1OC(=O)c1cc(O)c(O)c(O)c1)c1cc(O)c(O)c(O)c1 (stereo partly drawn)	-1	i
Cc1cc2oc(=O)ccc2cc1[N+](=O)[O-]	-16	i
Cn1c(C(C#N)C(=O)c2ccco2)nc2ccccc21 (stereo not drawn)	-19	i
O=C(COC(=O)CCC(=O)c1cccs1)Nc1ccc(F)c(F)c1F	-8	.
CC1=C(C)CC(C(=O)Nc2ccc(C(=O)N3CCOCC3)cc2)C(C(=O)O)C1 (stereo not drawn)	-5	i
CCC(C)[C@H](N)c1cn([C@@H](Cc2cc3ccccc3[nH]2)C(=O)N2CCNCC2)nn1 (stereo partly drawn)	-4	i
Cc1ccc(-n2ncc3c2CCCC3NC(=O)c2ocnc2C)cc1C (stereo not drawn)	29	i
CC1Oc2ccccc2C=C1/C=N/Nc1ccc(C(=O)O)cc1 (stereo not drawn)	5	i
CC1=C(C(=O)N2CCCCC2)C2(CCC(C)CC2)OC1=O (stereo not drawn)	5	i
Cc1cc(C2(c3ccc(O)c(C)c3)C(=O)Nc3ccccc32)ccc1O	18	i
C/C=C(/C)C(=O)Nc1cccc(C2=NOC3(C2)C[C@@H](C(N)=O)N(C(=O)/C=C/CC)C3)c1 (stereo partly drawn)	-17	i
CC1(C)CC(NC(=O)c2cccc(S(=O)(=O)N(Cc3ccccc3)c3ccccc3)c2)CC(C)(C)N1	-14	i
CCN1C(=O)/C(=C\c2ccco2)C(C(=O)OC)=C1C	-8	i
CC(C)CCNc1cc(=O)n(C)c(=O)n1C	-16	i
Cn1c2ccccc2c2cc(C(=O)NNS(=O)(=O)c3ccc(F)cc3)sc21	7	i
CCOc1ccccc1NC(=O)CSc1nc2ccccc2c(=O)n1CC1CCCO1 (stereo not drawn)	-11	i
O=C1NC(=O)C(CC(=O)N(Cc2cccs2)C2(C(=O)NC3CCCC3)CCCCC2)N1 (stereo not drawn)	-21	i
Cc1cc(C(F)F)n2nc(C(=O)Nc3sc4c(c3C#N)CCC4)nc2n1	4	i
CCN(CC)S(=O)(=O)c1ccc(N2CCCC2)c(NC(=O)c2nn(C)c(=O)c3ccccc23)c1	-27	.
COc1cccc(C(C(=O)NC(C)(C)C)N(CC(C)C)C(=O)CCC(=O)Nc2cc(C)on2)c1OC (stereo not drawn)	-56	i
CC(C)(C)NC(=O)COc1ccccc1C#N	-14	i
NS(=O)(=O)c1ccc2c(c1)oc(=O)c1cc(S(N)(=O)=O)ccc12	-23	i
Cc1ccc(NC(=O)C2CCCN2C(=O)NCc2ccccc2)cc1 (stereo not drawn)	-9	i
COC(=O)c1cc(OC)c(OC)cc1NC(=S)N1CCN(c2ccccn2)CC1	-20	i
c1ccc(Nc2ccc3c4c(cccc24)CC3)cc1	1	i
CCOC(=O)N1CCN(CC(=O)N2c3ccccc3Sc3ccccc32)CC1	-13	i
Cc1c(CC(=O)N2CCC(C(N)=O)CC2)c(=O)oc2cc3c(cc12)CCC1(CCCCC1)O3	-15	i
CCN(CC)c1ccc2cc(C(N)=O)c(=O)oc2c1	-5	i
O=C(COC(=O)CCC(=O)c1cccs1)NCc1ccc(Cl)cc1	11	i
CN1CCN(S(=O)(=O)c2cccc(C(=O)Nc3cccc(S(N)(=O)=O)c3)c2)CC1	-6	i
Cc1cc(CCN2CCC(=O)NC2=S)ccc1OC(C)C	-6	i
CC(C)(C)n1nc2c(c1NC(=O)c1ccc(S(=O)(=O)N3CCCCC3)cc1)CS(=O)C2 (stereo not drawn)	-8	i

Continuation:
SMILES	OX1R antagonist	CHT PAM
CCCNc1[nH]c(=O)n(C)c(=O)c1N=O	-21	i
O=C(Nc1nnc(Cc2ccc(Cl)cc2)s1)c1ccco1	-12	i
Cc1ccc(S(=O)(=O)Nc2cc(Cl)c(O)cc2C)cc1	-9	i
Cc1ccc(C(=O)CN2C(=O)NC3(CCc4ccccc43)C2=O)s1 (stereo not drawn)	-29	.
CNC(=O)C1CC(=O)N(CCc2ccccc2)C(=Nc2ccc(OC)cc2)S1 (stereo not drawn)	7	i
CCOc1ccccc1Oc1c(C)oc2c(CN3CCN(CCO)CC3)c(O)ccc2c1=O	-17	i
Cc1cccc(NCC(=O)N/N=C/c2cccc(Br)c2)c1	-18	i
COc1ccc(OC)c(-n2c(=S)[nH]c3cc(C(=O)N4CCC(C(N)=O)CC4)ccc3c2=O)c1	6	i
O=S(=O)(NC1=NCCC1)c1cccc(NC(=S)Nc2ccc(OC(F)F)cc2)c1	-11	.
CC(C)N(CCNC(=O)C1CCC(=O)N1Cc1ccc(F)cc1)Cc1ccccc1 (stereo not drawn)	-18	i
COc1ccc([N+](=O)[O-])cc1N(CC(=O)NC1CCCCC1)S(C)(=O)=O	-28	i
COC(=O)c1c(-c2ccccc2Cl)noc1/C=C/N(C)C	-9	i
O=C(NN/C(=N/S(=O)(=O)c1ccc(Cl)cc1)c1ccccc1)c1cccc(Cl)c1	-10	i
CCOC(=O)N1CCN(CCC(=O)Nc2cc(C)ccc2C)CC1	0	i
CCOc1ccc(C(=O)NCCCCNC(=O)c2ccc(OCC)cc2)cc1	-8	i
O=C(Nc1ccc(F)cc1F)c1cncc(Br)c1	-1	i
C=CCn1c(SCC(=O)Nc2cc(C)on2)nc2sc(C)c(C)c2c1=O	-20	i
CCCNC(=O)C1CCCN(S(=O)(=O)c2ccc3c(c2)CC(C)N3C(=O)C2CC2)C1 (stereo not drawn)	-38	i
CN(C(=O)COC(=O)CCC(=O)c1ccccc1)c1c(N)n(Cc2ccccc2)c(=O)[nH]c1=O	-18	i
CCn1c(=O)cc(SCC(=O)NCCCN2CCN(c3ccccc3F)CC2)c2ccccc21	-39	i
CCOC(=O)c1nn(-c2ccc3c(c2)CCN3C(C)=O)cc1O	-4	i
COc1ccc(C(=O)NNC(=O)CSc2nc3c(c(=O)n(C)c(=O)n3C)n2C)cc1	-6	i
CC(C)N=C1NN=C(c2cccs2)C(CC(=O)O)S1 (stereo not drawn)	1	i
COC(=O)c1ccc(COc2ccc3c(C)c(C)c(=O)oc3c2)o1	-23	i
N#Cc1ccc(C23CC4(C2)[C@H](CN(Cc2ccc(-c5ccccc5)cc2)[C@@H]4c2ccccc2)C3c2ccc(Cl)nc2)cc1 (stereo partly drawn)	-26	i

Compound profiles, from the list above. Order of screens: OX1R antagonist	CHT PAM
CCCNc1[nH]c(=O)n(C)c(=O)c1N=O as listed: -21	i
O=C(Nc1nnc(Cc2ccc(Cl)cc2)s1)c1ccco1 as listed: -12	i
CC(C)N(CCNC(=O)C1CCC(=O)N1Cc1ccc(F)cc1)Cc1ccccc1 (stereo not drawn) as listed: -18	i
CCOc1ccccc1Oc1c(C)oc2c(CN3CCN(CCO)CC3)c(O)ccc2c1=O as listed: -17	i
CCCNC(=O)C1CCCN(S(=O)(=O)c2ccc3c(c2)CC(C)N3C(=O)C2CC2)C1 (stereo not drawn) as listed: -38	i

Continuation:
SMILES	OX1R antagonist	CHT PAM
O=C(CC1C(=O)NCCN1Cc1ccc(-c2ccccc2)cc1)NCCCn1cccn1 (stereo not drawn)	-14	i
CCn1c(O)c(N=NC(=O)c2cccs2)c2ccccc21	8	i
C=CCSc1ncnc2sc(C)c(C)c12	8	i
O=C(OCC(=O)N1CCCc2ccccc21)c1cc(Cl)ccc1O	-8	i
O=C(OCc1cccc([N+](=O)[O-])c1)c1ccc2ccccc2n1	-16	i
CCN(CC(=O)Nc1c(F)cccc1F)C(=O)c1ccc(Cl)c(S(=O)(=O)N2CCCC2)c1	-27	i
COC(=O)c1ccc2c(c1)NC(=O)C1CCCN21 (stereo not drawn)	-13	i
O=C(CN(C(=O)Cn1nnc(-c2ccc(F)cc2)n1)c1cnc2ccccc2c1)NCC1CCCO1 (stereo not drawn)	-15	i
CCn1c(SCC(=O)NC(=O)c2ccccc2OC)nc2ccccc21	-19	i
COC(=O)CCCNC(=O)c1ccc(OC2CCN(CCc3ccccc3)CC2)cc1	-26	i
CCN1CCCC1CNCC(O)COc1ccc(C(C)(C)C)cc1C (stereo not drawn)	-14	i
CCCCN1C(N)=NC[C@@H]1c1ccccc1	6	i
Cn1cnc(S(=O)(=O)Nc2ccc(Cl)c(C(F)(F)F)c2)c1	-8	i
